mouse EphA4 binding: inhibitors of EphA4 binding to KYL peptide, primary screen, biochemical, colorimetric, mouse EphA4 (AID 689). Ephrin type-A receptor 4 (Mus musculus). EphA4-AP binding to KYL peptide, pNPP A405; higher % means a stronger effect. one-dose inhibition, % at 10 µM; IC50 in µM for titrated hits. 62,000 compounds, 0.1% hits; in the data active means a potency from the dose series; inactive means the rest, 99 in 100 with inhibition below about 22%
Starred values were filed as active, the others as inactive. An excerpt. The share of hits here may be higher or lower than overall.

SMILES | mouse EphA4 binding
COc1ccc(C(OC(=O)c2ccco2)C(=O)NCc2ccc(C)cc2)cc1 (stereo unspecified) | -15%
Cn1cc(C(=O)c2ccc(Cl)cc2)cc1-c1nc2ccccc2n1C | -4%
COc1ccc(-c2cc(C(=O)N/N=C/c3ccc4c(c3)OCO4)c3ccccc3n2)c(OC)c1 | -11%
O=C(c1ccccc1)c1cnc(Nc2ccccc2Cl)s1 | -16%
CCn1c(=O)cc(OCC(=O)Nc2cccc(C)n2)c2ccccc21 | -33%
CCC(=O)c1ccc(OCC(O)CN2CC(C)OC(C)C2)cc1 (stereo unspecified) | -7%
C=CCOC(=O)C1=C(C)N=C2SCCC(=O)N2C1c1ccc(OC(=O)c2ccco2)cc1 (stereo unspecified) | 0%
COC(=O)c1cc(C(=O)Nc2ccc(C)cn2)cc([N+](=O)[O-])c1 | -15%
CC1CCN(CC(=O)Nc2cccc([N+](=O)[O-])c2)CC1 | -1%
COCCOC(=O)c1c(C)oc2ccc(OC(=O)c3ccc([N+](=O)[O-])o3)cc12 | -5%
COC(=O)C1CN(S(=O)(=O)c2ccccc2)CCN1S(=O)(=O)c1ccccc1 (stereo unspecified) | 4%
COc1ccc(NC(=O)COC(=O)c2ccc(N3CCCC3=O)cc2)cc1OC | 8%
Cc1cc(=O)n2[nH]c(N3C(=O)CCC3=O)nc2n1 | -3%
CC(=O)N(c1ccc(C)cc1)C1C=CS(=O)(=O)C1 (stereo unspecified) | 11%
CCn1c(=O)n(CC(=O)Nc2cc(OC)c(OC)c(OC)c2)c(=O)c2ccccc21 | 42%
CCCOC(=O)Nc1ccc(S(=O)(=O)Nc2ncccn2)cc1 | -2%
CCN(CC(=O)NCc1cccs1)c1nnnn1-c1ccccc1 | -4%
O=C(Nc1ccc(OCC(=O)N2CCC(Cc3ccccc3)CC2)cc1)c1ccco1 | 0%
C(=C1/CCCC2=C1Nc1ncnn1C2c1ccccc1)/c1ccccc1 (stereo unspecified) | 6%
O=C1C2ON(c3ccccc3)C(c3ccncc3)C2C(=O)N1c1ccc(N2CCOCC2)cc1 (stereo unspecified) | 1%
CCN(CC)CCCN1C(=O)C(=O)/C(=C(/O)c2ccc3c(c2)OCCO3)C1c1ccc(C)o1 (stereo unspecified) | -11%
O=C(CSc1nnc(-c2ccncc2)n1C1CCCCC1)Nc1ccccc1 | -17%
CC(=O)N1CCN(c2ccc(Oc3ncnc4sccc34)cc2)CC1 | 4%
CC(C)(C)C(=O)N1CCN(c2ccc([N+](=O)[O-])c(NCC3CCCO3)c2)CC1 (stereo unspecified) | -11%

Continued, starting with the last two of the part before.
SMILES | mouse EphA4 binding
CC(=O)N1CCN(c2ccc(Oc3ncnc4sccc34)cc2)CC1 | 4%
CC(C)(C)C(=O)N1CCN(c2ccc([N+](=O)[O-])c(NCC3CCCO3)c2)CC1 (stereo unspecified) | -11%
CCOC(=O)CC(=O)CSc1ncnc2c1cnn2-c1ccccc1 | -20%
Cc1ccc2oc(=O)cc(CN3CCOCC3)c2c1 | -12%
O=C(CN(C(=O)CSc1nnc(COc2ccccc2)o1)c1ccc(F)cc1)NC1CCCC1 | -4%
COCCNC(=O)CCc1c(C)nc2c(-c3ccc(F)cc3)c(C)nn2c1C | -11%
Cc1ccc(C)c(N2CCN(C(=O)CCn3c(=S)[nH]c4cc5c(cc4c3=O)OCO5)CC2)c1 | -16%
N#CC1=C2Sc3ccccc3N2CCCC1=O | 6%
Cc1ccccc1NC(=O)CSc1nc2cc3c(cc2cc1C)CCC3 | -14%
COc1ccccc1NC(=O)c1nnn(Cc2ccccc2)c1NC(C)=O | -10%
O=C(Nc1cccc(C(F)(F)F)c1)c1ccccc1[N+](=O)[O-] | 0%
O=C1COc2ccc(C(=O)CSc3nnc(Cc4cccs4)n3-c3ccc(Cl)cc3)cc2N1 | -8%
COc1cc(/C=C(\C#N)c2nc3ccccc3[nH]2)c([N+](=O)[O-])cc1OCc1ccccc1 | 35%
CC(=O)N/N=C/c1ccc2c(c1)OCO2 | -7%
CCOc1ccc(-c2nc(CSCC(=O)NC3CCCc4ccccc43)c(C)o2)cc1 (stereo unspecified) | -4%
COc1ccc(/C=N/Nc2nc3ccccc3c(=O)[nH]2)cc1 | -8%
O=C(c1ccccc1)c1ccc2nc(-c3ccc(NC(=O)c4ccccc4F)cc3)[nH]c2c1 | -10%
COc1ccccc1C(=O)N(Cc1cccs1)C1CCS(=O)(=O)C1 (stereo unspecified) | -8%
O=C(OCCOCCN=C1NS(=O)(=O)c2ccccc21)c1ccncc1 | -6%
O=c1c2[nH]c3ccccc3c2ncn1CCN1CCCCC1 | 5%
O=C(NC(NC(=S)Nc1ccccc1Cl)C(Cl)(Cl)Cl)c1ccccc1F (stereo unspecified) | -6%
C=CCSc1nc(C)cc(/C=C\c2ccccc2)c1C#N | -3%
COc1ccc(NS(=O)(=O)c2ccc(C)c(C(=O)O)c2)cc1 | -7%
CCS(=O)(=O)Nc1ccc(-c2nnc(SCC(=O)c3cccc(OC)c3)o2)cc1 | -4%
COc1ccc(C2=NCC(CSc3nccc(=O)[nH]3)S2)cc1 (stereo unspecified) | 21%
Cn1c(/C(C#N)=C(\O)COc2ccc3ccccc3c2)nc2ccccc21 | -2%
COC(=O)C1=C(C)NC(C)=C(C(=O)OC)C1c1ccc(-c2cccc(Br)c2)o1 | 9%
O=C(c1ccco1)N1CCN(S(=O)(=O)c2ccc(S(=O)(=O)NC3CCCC3)cc2)CC1 | -1%
COc1ccccc1C(=O)Nc1nnc(-c2ccc(F)cc2)o1 | 3%
CCOc1ccc(C2=Nn3c(nnc3-c3ccco3)SC2)cc1 | -10%
CCOC(=O)c1ccc2nc(C)c(CCC(C)=O)c(Cl)c2c1 | 23%
CCCC[N+](C)(C)CCC(=O)NC(C)(C)CS(=O)(=O)[O-] | 15%
O=C(NCc1ccc(F)cc1)c1cnc(-c2ccccn2)nc1C(F)(F)F | -8%
COC(=O)c1cc2ccccn2c2c(C(=O)OC)c(C(=O)OC)cc1-2 | 0%
Cc1cccn2c(=O)c(C=NCc3ccccc3)c(NCCO)nc12 | 1%
Cc1ccc(SCC(=O)O/N=C(\N)c2ccc([N+](=O)[O-])cc2)cc1 | -8%
CC(=O)Nc1ccc2c(c1)OCCO2 | -23%
CCOC(=O)C1=C(C)N=c2s/c(=C\c3cc(OC)ccc3OC)c(=O)n2C1c1ccc(F)cc1 (stereo unspecified) | 2%
COc1nc(-c2ccc(Cl)cc2)ccc1-c1noc(-c2cccs2)n1 | -7%
COc1ccc(CN(C(=O)c2cccs2)C(C(=O)NC2CCCCC2)c2ccc3ncccc3c2)cc1 (stereo unspecified) | -2%
O=C(/C=C/c1ccc(F)cc1)Nc1ccccc1Cl | 4%
Nc1ncnc2c1CCC2 | -4%
Cc1ccc(OC(=O)c2ccc(S(=O)(=O)N(C)C)cc2)c(-n2nc3ccccc3n2)c1 | -4%
O=C(CC1Sc2ncnn2C1=O)Nc1ccccc1 (stereo unspecified) | -11%
Cc1c(Cl)cccc1NC(=S)NNc1ncc(C(F)(F)F)cc1Cl | 7%
O=C(Nc1ccc2ccccc2c1)c1onc2c1CCCC2 | -7%
CCn1cc(C2=NOC(C(=O)Nc3ccc4c(c3)OCO4)C2)c(C)n1 (stereo unspecified) | -7%
C=CCn1c(COc2ccc(Cl)cc2)nnc1SCC(=O)N/N=C/c1cccc(O)c1 | -1%
O=[N+]([O-])c1cccc(CONc2ncnc3nonc23)c1 | -4%
CCC(=O)N1CCN=C1SCc1ccc(F)cc1 | -6%
COc1ccc(C(=O)Nc2ccc3c(c2)nc(CCNC(C)=O)n3C)cc1 | -9%
CCOc1cc(C(=S)N2CCOCC2)cc(Br)c1OC(=O)c1ccc(Cl)cc1Cl | 2%
Cc1ccc(S(=O)(=O)n2nc(OC(=O)c3cccs3)cc2N)cc1 | 8%
O=C(c1cccc(F)c1)N1CCN(C2CCCCC2)CC1 | -4%
Cc1oc2cc3oc(=O)c4c(c3cc2c1C)CCC4 | -3%
C=CCn1c(SCC#N)nc2ccccc2c1=O | -8%
Cc1ccc(C(=O)NCCC(C)C)cc1[N+](=O)[O-] | -5%
CCOC(=O)N1CCN(C(=O)COc2ccc(Br)cc2)CC1 | 2%
CCC(=O)NC1=C(NC(C)c2ccccc2)C(=O)c2ccccc2C1=O (stereo unspecified) | -10%
Cc1nonc1NC(=O)CSc1ccc(-c2ccccc2)nn1 | -17%
COc1ccc(CCNC(=O)Cn2c(=O)oc3ccccc32)cc1OC | -11%
CCn1c(Cn2nnc(-c3ccccc3)n2)nnc1SCC(=O)Nc1cccc(C(C)=O)c1 | -7%
Next structures
SMILES | mouse EphA4 binding
O=C(C1COc2ccccc2O1)N1CCc2ccccc21 (stereo unspecified) | 20%
CC(C)CCN1C(=O)c2ccc(C(=O)OCn3nnc4ccccc4c3=O)cc2C1=O | -16%
O=C(COc1ccc(F)cc1)NC1CC1 | -4%
Cc1ccc(C(=O)Nc2nc3ccccc3n3nnnc23)cc1 | 0%
CC1(O)CC(=O)N(c2ccccc2)O1 (stereo unspecified) | -14%
Cc1sc(NC(=O)c2ccccc2[N+](=O)[O-])nc1-c1ccccc1 | -3%
O=C(CCn1nc(-c2ccc(Cl)cc2)ccc1=O)NCc1cccnc1 | 2%
COc1ccc(-c2nnn(Cc3nn[nH]n3)n2)cc1OC | 11%
COc1cc(C(=O)Nc2ccncc2)cc(OC)c1OC | 0%
COc1ccc(CNC(=O)c2ccc(NC(=O)CC3SC(N4CCCC4)=NC3=O)cc2)cc1 (stereo unspecified) | 11%
Oc1ccccc1-c1cc(-c2ccc3c(c2)OCCO3)n[nH]1 | -9%
COc1cccc(CN2CCN(CC(=O)Nc3ccccc3Cl)CC2)c1 | -11%
CCN(CC)CCNC(=O)CS(=O)Cc1nc(-c2ccccc2Cl)oc1C (stereo unspecified) | 5%
Cc1c(C(=O)N(Cc2cccs2)C2CCS(=O)(=O)C2)oc2ccccc12 (stereo unspecified) | -9%
O=C(Oc1cc(-c2ccccc2)no1)c1ccc(F)cc1 | -12%
O=C(NCCN1CCOCC1)C1CCN(c2ncnc3c2sc2cccc(F)c23)CC1 | 6%
COc1cc(/C=N/Nc2ccnc3cc(Cl)ccc23)ccc1O | -12%
Cc1sc(NC(=O)CSc2nnc(C)c(=O)[nH]2)c(C#N)c1C | -25%
Cc1ccc(C(=O)NC(=S)NCC(=O)c2ccccc2)cc1 | -10%
COC(=O)c1nn(-c2c(C)n(C)n(-c3ccccc3)c2=O)cc1O | -19%
Cc1ccc(-c2nnc(C)c(N3CCOCC3)n2)cc1 | -1%
CC(=O)N(C)c1ccc(NC(=O)COc2ccc(Cl)cc2)cc1 | -3%
CCN1C(=O)/C(=C\c2ccc3c(c2)OCO3)C(C(=O)OC)=C1C | -10%
Cc1cccc(NC(=O)CC2NCCNC2=O)c1 (stereo unspecified) | 8%

Laid out differently: 18 of the compounds above
Molecule	mouse EphA4 binding
COc1cc(/C=C(\C#N)c2nc3ccccc3[nH]2)c([N+](=O)[O-])cc1OCc1ccccc1	35%
CC(=O)N/N=C/c1ccc2c(c1)OCO2	-7%
CCOc1ccc(-c2nc(CSCC(=O)NC3CCCc4ccccc43)c(C)o2)cc1 (stereo unspecified)	-4%
COc1ccc(/C=N/Nc2nc3ccccc3c(=O)[nH]2)cc1	-8%
O=C(c1ccccc1)c1ccc2nc(-c3ccc(NC(=O)c4ccccc4F)cc3)[nH]c2c1	-10%
COc1ccccc1C(=O)N(Cc1cccs1)C1CCS(=O)(=O)C1 (stereo unspecified)	-8%
O=C(OCCOCCN=C1NS(=O)(=O)c2ccccc21)c1ccncc1	-6%
O=c1c2[nH]c3ccccc3c2ncn1CCN1CCCCC1	5%
O=C(NC(NC(=S)Nc1ccccc1Cl)C(Cl)(Cl)Cl)c1ccccc1F (stereo unspecified)	-6%
C=CCSc1nc(C)cc(/C=C\c2ccccc2)c1C#N	-3%
COc1ccc(NS(=O)(=O)c2ccc(C)c(C(=O)O)c2)cc1	-7%
CCS(=O)(=O)Nc1ccc(-c2nnc(SCC(=O)c3cccc(OC)c3)o2)cc1	-4%
COc1ccc(C2=NCC(CSc3nccc(=O)[nH]3)S2)cc1 (stereo unspecified)	21%
Cn1c(/C(C#N)=C(\O)COc2ccc3ccccc3c2)nc2ccccc21	-2%
COC(=O)C1=C(C)NC(C)=C(C(=O)OC)C1c1ccc(-c2cccc(Br)c2)o1	9%
O=C(c1ccco1)N1CCN(S(=O)(=O)c2ccc(S(=O)(=O)NC3CCCC3)cc2)CC1	-1%
COc1ccccc1C(=O)Nc1nnc(-c2ccc(F)cc2)o1	3%
CCOc1ccc(C2=Nn3c(nnc3-c3ccco3)SC2)cc1	-10%

Next part
SMILES | mouse EphA4 binding
COc1cc(NS(=O)(=O)c2ccc(N/C=C\C(=O)c3ccc4ccccc4c3)cc2)nc(OC)n1 | 5%
CCOC(=O)N1CCN(S(=O)(=O)c2ccc(C(=O)Nc3nc4ccccc4s3)cc2)CC1 | -2%
CCCCCc1nnc(NC(=O)C(=O)OCC)s1 | -17%
CCOC(=O)c1ccc(-c2n[nH]c(=O)c3ccccc23)cc1 | -13%
COC(=O)CSc1ccc2nnc(-c3ccc(F)cc3)n2n1 | -12%
CCn1c(COc2ccccc2C)nnc1SCC(=O)NC1CCCC1 | -13%
CCOC(=O)CNC(=O)c1ccc(OC)cc1 | 1%
Cc1ccc(-n2c(N)c(C(=O)N3CCOCC3)sc2=S)c(C)c1 | 2%
COc1ccccc1N1CCN(S(=O)(=O)c2ccc(Br)s2)CC1 | 1%
Cc1cc2c(cc(C(=O)OCC(=O)NCc3ccco3)n2C)s1 | -6%
NC(=O)C1CCN(C(=O)CN2CCN(c3cccc(C(F)(F)F)c3)CC2)CC1 | -40%
COc1ccccc1/C=C/C=N/N1CCN(c2ccccn2)CC1 | 3%
O=C(Nc1nccs1)c1ccc(N2C(=O)CCC2=O)cc1 | 1%
Cc1c(C(N)=O)sc2ncn(CC(=O)OC(C)C)c(=O)c12 | -10%
Cc1cc(Nc2ccc3c(c2)OCCO3)n2nc(C)nc2n1 | -3%
CCc1nnc(NC(=O)CSc2nnc(-c3c[nH]c4ccccc34)n2CCOC)s1 | -8%

Assay outcomes from PubChem BioAssay.
